APP transl inh: APP translation inhibition. SH-SY5Y APP 5'UTR-luciferase reporter, luminescence. inhibition, % at 2 µM. 190,000 compounds, 0.82% hits;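 active = inhibition above a set limit, derived from the sample mean plus 3 SD, cut at about 45% in these data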; also: values of inactives mirror those of a sister screen read the other way
FLuc inh counter: counter-screen for luciferase assay inhibitors: firefly luciferase inhibition. ATPLite firefly luciferase biochemical luminescence, 10 min. inhibition, % at 10 µM. 200,000 compounds, 1.5% hits. AID 1006;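 active = inhibition above about 50% when tested at 10 µM, limit read from the data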
Target sequence (P08659 whole entry, looked up): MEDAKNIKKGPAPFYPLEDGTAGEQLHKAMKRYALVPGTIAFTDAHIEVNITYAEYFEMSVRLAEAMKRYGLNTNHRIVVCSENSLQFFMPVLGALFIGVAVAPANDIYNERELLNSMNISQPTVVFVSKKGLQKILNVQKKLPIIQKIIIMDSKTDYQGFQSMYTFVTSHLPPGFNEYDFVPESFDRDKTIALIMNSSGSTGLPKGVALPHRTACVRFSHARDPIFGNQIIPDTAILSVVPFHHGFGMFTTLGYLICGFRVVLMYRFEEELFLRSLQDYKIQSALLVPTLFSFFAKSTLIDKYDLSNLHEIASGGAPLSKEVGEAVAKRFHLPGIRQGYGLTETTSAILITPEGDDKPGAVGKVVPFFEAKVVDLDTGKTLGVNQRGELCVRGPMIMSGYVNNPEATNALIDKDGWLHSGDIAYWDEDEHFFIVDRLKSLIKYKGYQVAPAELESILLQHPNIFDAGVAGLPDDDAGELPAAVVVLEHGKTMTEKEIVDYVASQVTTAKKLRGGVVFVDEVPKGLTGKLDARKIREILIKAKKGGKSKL
Diaphorase act: diaphorase activation or chemical reduction counter-screen; Diaphorase/resazurin coupled assay, resorufin fluorescence, 16 min; active compounds read high; 1 = vehicle wells, 0 = NADH-free wells; 190,000 compounds, 0.005% hits; activation factor at 20 µM;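 active = diaphorase activity raised at least twofold by the compound at 20 µM; inactive = activation factor below 2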
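Material: Purified diaphorase enzyme from Clostridium kluyveri | Buffer or medium: 50 mM HEPES pH 7.4 with 4.542 mM MgCl2, 0.005% Tween 20 | Times: 16 min enzyme reaction, ambient temperature | Signal: Red resorufin fluorescence at 544/590 nm excitation/emission | Measure: Increased resorufin signal from activators or reducing compounds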
STAT1 act: STAT1 signaling activation; NIH 3T3 STAT1-luciferase reporter, IFN-gamma, luminescence; 100% = IFN-gamma alone, no compound; activation (% of control), % at 5.5 µM; 200,000 compounds, 2.6% hits;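 active = activation above the screen-wide mean activation plus 3 SD, cut at about 130% in these data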;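 also: raw ratio to IFN-gamma control signal so 100% means no change and 0% no light; values of inactives mirror those of a sister screen read the other way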
TLR4-MyD88 BLA: blocks binding of human TLR4 to MyD88 | HeLa CL3-4 TLR4/MyD88 BLA complementation, FRET ratio | O00206+Q99836 | 200,000 compounds, 0.18% hits | inhibition, % at 8.4 µM; in the data active = inhibition above about 25%;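 also: 0% = vehicle and 100% = reference inhibitor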
Diaphorase inh: diaphorase inhibition or chemical oxidation counter-screen | 190,000 compounds, 0.69% hits | inhibition, % at 20 µM | diaphorase resazurin-to-resorufin fluorescence, NADH, 16 min; bacterial (C. kluyveri) enzyme, not human;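 active = primary screen inhibition at 20 µM above a set limit, cut at about 50% in these data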;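 also: plate controls were DMSO with full reaction for no effect and wells lacking NADH for full effect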
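Test system: bacterial diaphorase enzyme (C. kluyveri); Quantity: 0.14 U/mL diaphorase, enzyme working solution; Times: reaction incubation of 16 min at room temperature; Measured by: fluorescence of resorufin formed from resazurin, Ex 544/Em 590 nm; Benchmarks: positive control minus NADH, DMSO neutral control.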
APP 5'UTR act: activates APP 5'UTR luciferase reporter. SH-SY5Y APP 5'UTR luciferase reporter, luminescence; zero percent = DMSO vehicle wells. activation, % at 2 µM. 190,000 compounds, 1% hits. AID 1276;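 active = activation above a set limit, based on mean plus 3 SD of controls, cut at about 140% in these data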; also: values of inactives mirror those of a sister screen read the other way
FLuc stim CS: affects firefly luciferase, flagging false hits in luciferase stimulation screens; ATPlite luciferase biochemical, luminescence, 10 min; 0 = ATP-free wells, 1 = DMSO control; activation factor at 10 µM; 200,000 tested, under 10 active; P08659;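 active = luciferase activation factor, scaled between plate controls, of at least 2 with compound at 10 µM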
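System: Luciferase/luciferin detection reagent, cell-free biochemical luciferase assay | Medium: PBS buffer for ATP | Dosing: Test compounds dosed from 2 mM stocks in 100% DMSO | Timing: 10 min at ambient temperature | Signal: Luminescence measurement of luciferase light output | Evaluation: Luciferase activation, seen as luminescence increase over controls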
NF-kB neuron act: compounds increasing NF-kB expression in human neuronal cells. AID 1239. fold change at 12.5 µM. 190,000 compounds, 1.6% hits. NF-kB reporter expression; active compounds read high; in the data active = fold change above about 3.3
G6PDH counter: counter-screen for G6PDH assay hits: L. mesenteroides G6PDH inhibition; Purified L. mesenteroides G6PDH, diaphorase/resazurin coupled fluorescence, 45 min; inhibition, % at 5 µM; 200,000 compounds, 0.12% hits; AID 1020; in the data active = inhibition above about 50%
An asterisk follows results filed as active; . = not tested or not shown.

smiles	APP transl inh	FLuc inh counter	Diaphorase act	STAT1 act	TLR4-MyD88 BLA	Diaphorase inh	APP 5'UTR act	FLuc stim CS	NF-kB neuron act	G6PDH counter
Cc1nn2c(-c3ccccc3)nnc2c2ccccc12	-47.2	12.3	0.9	107.8	15.4	12.1	47.2	0.9	1.27	-3.1
CCOc1ccc(CC(=O)Nc2ccc(NC(=O)c3ccco3)cc2)cc1OCC	8.7	-2.6	1	102.1	-10.6	4.4	-8.7	1	1.14	6.3
CN1CCCN(C(=O)/C=C/c2ccc(F)cc2)CC1	-10.4	-0.3	0.9	101.2	1.9	9.6	10.4	1	0.87	1.1
O=C(NC(=O)c1cccc(F)c1)Nc1nc(-c2ccc(F)cc2)cc(C(F)(F)F)n1	-14.2	-4.0	1	97.6	-3.3	3.2	14.2	1	0.96	6.8
CCOC(=O)CSc1nnc(CSc2nc3sc4c(c3c(=O)[nH]2)CCC4)n1C	-14.6	-6.5	0.8	84.6	-6.5	23.1	14.6	1.1	1.28	5.8
O=C(Nc1ccc2c(c1)OCO2)C1CCCCN1S(=O)(=O)c1ccc(F)cc1 (stereo unspecified)	-9.4	-1.9	0.8	101.3	-11.9	19.2	9.4	1	1.28	14.3
C=CCOc1c(Br)cc(/C=N/NC(N)=O)cc1OC	-17.1	-2.1	1	99.5	8.5	2.4	17.1	1	0.98	7.3
COc1ccc(NC(=O)CSc2nc(N)c(C(=O)Nc3ccc(N(C)C)cc3)s2)cc1	-64.5	24.4	0.9	98.1	6.9	9.7	64.5	0.8	1.86	-6.0
Cc1nc2c3ccccc3nc(SCC(=O)N3CC(C)CC(C)C3)n2n1 (stereo unspecified)	-8.4	-3.9	0.7	94.5	-6.6	25.8	8.4	1	0.75	3.6
COC(=O)c1ccc2nc(Nc3nc4c(F)cc(F)cc4s3)sc2c1	4.0	7.0	0.9	37.8	-6.5	9.9	-4.0	0.9	1.32	17.6
COc1ccc(C(=O)NCC(=O)Nc2cccc(S(=O)(=O)NCc3ccco3)c2)cc1OC	2.6	0.1	1	92.8	-1.3	2.3	-2.6	1	1.13	2.9
Cc1ccc(C)c2[nH]c(=O)c(CN(Cc3ccco3)S(=O)(=O)c3ccc4c(c3)OCCO4)cc12	-35.2	-6.9	0.8	101.0	-14.5	23.8	35.2	1.1	0.35	-1.2
CS(=O)(=O)N1CCN(C(=O)C(Sc2ccccc2)c2ccccc2)CC1 (stereo unspecified)	4.9	-9.6	0.8	103.2	-1.3	16.3	-4.9	1.1	1.11	-3.5
Cc1ccccc1N1C(=O)CC(c2c[nH]c3ccccc23)C1=O (stereo unspecified)	-31.6	0.6	0.9	91.3	-5.8	7.8	31.6	1	1.27	10.8
C=CCOc1ccc(C2CC(C)=NN2c2ccccc2)cc1 (stereo unspecified)	-5.4	-1.7	0.8	111.4	-2.8	18.0	5.4	1	1.24	2.4

By substructure: the compounds so far with a furan ring, fused or not
smiles	APP transl inh	FLuc inh counter	Diaphorase act	STAT1 act	TLR4-MyD88 BLA	Diaphorase inh	APP 5'UTR act	FLuc stim CS	NF-kB neuron act	G6PDH counter
CCOc1ccc(CC(=O)Nc2ccc(NC(=O)c3ccco3)cc2)cc1OCC	8.7	-2.6	1	102.1	-10.6	4.4	-8.7	1	1.14	6.3
COc1ccc(C(=O)NCC(=O)Nc2cccc(S(=O)(=O)NCc3ccco3)c2)cc1OC	2.6	0.1	1	92.8	-1.3	2.3	-2.6	1	1.13	2.9
Cc1ccc(C)c2[nH]c(=O)c(CN(Cc3ccco3)S(=O)(=O)c3ccc4c(c3)OCCO4)cc12	-35.2	-6.9	0.8	101.0	-14.5	23.8	35.2	1.1	0.35	-1.2

Next compounds
smiles	APP transl inh	FLuc inh counter	Diaphorase act	STAT1 act	TLR4-MyD88 BLA	Diaphorase inh	APP 5'UTR act	FLuc stim CS	NF-kB neuron act	G6PDH counter
Cc1nnc(N2C(=O)C(O)=C(C(=O)c3ccco3)C2c2ccc(F)cc2)s1 (stereo unspecified)	-5.2	-10.1	0.9	99.0	-8.1	14.2	5.2	1.1	1.1	6.3
CN(C)c1ccc(CNC2CC(C)(C)NC(C)(C)C2)cc1	-4.1	-6.6	1.2	104.7	8.1	-23.2	4.1	1.1	0.94	25.0
O=[N+]([O-])c1ccc(Cl)c(/C=N/Nc2nc(N3CCOCC3)nc(N3CCOCC3)n2)c1	-6.5	-1.1	0.8	97.9	0.9	17.8	6.5	1	1.03	6.5
COC(=O)C(Cc1ccc(O)cc1)NC(=O)CCC(=O)Nc1ccc(S(N)(=O)=O)cc1 (stereo unspecified)	1.4	-6.3	0.9	101.1	2.5	9.3	-1.4	1.1	1.04	1.5
CC(=O)Nc1ccc(SCC(=O)Nc2ccc(Cl)cn2)cc1	-23.2	-2.8	0.9	103.0	-26.5	10.7	23.2	1	1.47	2.9
COCc1c(C(=O)Nc2ccc(Cl)cc2F)oc2ccccc12	-59.4	9.5	1	122.9	-4.0	3.5	59.4	0.9	1.55	0.9
Cc1ccnc(N/C=C(/NC(=O)c2ccccc2)C(=O)N/N=C\c2ccc(F)cc2)n1	.	-4.4	0.8	93.2	6.1	18.1	.	1	0.84	5.0
O=C1CCCc2c1cc(C(=O)Nc1ccc(Cl)cn1)c(=O)n2-c1ccccc1	-1.2	-7.0	0.8	101.4	-13.6	23.7	1.2	1.1	0.67	12.7
Cc1cc(=O)c2ccc3ccccc3c2[nH]1	8.8	-2.9	0.8	99.5	-4.6	17.7	-8.8	1	1.03	0.3
Cc1ccc(SCC(=O)c2c(C)nc3cc(C)ccn23)cc1	17.1	-3.7	1	98.3	-18.5	-0.5	-17.1	1	3.46*	-1.3
CCc1ccc(OCCNC(=O)c2ccc(S(=O)(=O)N(C)C)cc2)cc1	7.1	-9.7	0.9	95.8	-11.8	10.5	-7.1	1.1	1.09	13.6
CC(C)Oc1cc(NC(=O)CS(=O)CC(=O)N(C)C)c(Cl)cc1Cl (stereo unspecified)	10.4	2.5	1	98.3	-15.0	1.9	-10.4	1	.	11.6
COC(=O)c1cccc(NC(=O)CN2CCN(c3ccc(OC)cc3)CC2)c1	-0.4	-7.2	0.9	104.8	11.7	12.3	0.4	1.1	0.96	4.4
CCc1ccccc1NC1c2ccccc2C(=O)N1c1cccnc1 (stereo unspecified)	-14.6	-7.9	1	93.5	13.1	1.5	14.6	1.1	0.94	12.0
CCOc1ccc(S(=O)(=O)N2CCC(C(N)=O)CC2)c2ccccc12	-15.9	0.4	1	90.0	4.1	4.7	15.9	1	1.13	1.3
CCOC(=O)C1CCCN(C(=O)CN2C(=O)/C(=C/c3ccc(OC)cc3)Oc3ccccc32)C1 (stereo unspecified)	-22.4	9.2	0.9	101.8	-3.9	12.4	22.4	0.9	0.42	21.0
COc1ccc(NC(=O)COC(=O)c2cnccn2)cc1Cl	-20.3	-4.7	0.9	97.1	-12.0	6.2	20.3	1	1.08	0.1
CC(C)(C)C(=O)/C(C#N)=C/c1ccc(O)cc1	-18.4	-0.8	1	96.4	8.1	-1.4	18.4	1	1.01	4.1
CCn1c(=O)n(CC)c2cc(S(N)(=O)=O)c(C)cc21	-6.9	-2.2	1	99.0	0.5	2.6	6.9	1	1.17	-3.8
COc1ccc(C2C(C(=O)NCCN(C)C)c3ccccc3C(=O)N2C)cc1OC (stereo unspecified)	2.3	-5.0	0.9	114.8	-3.9	9.0	-2.3	1.1	1.03	1.6
Cc1ccc2c(c1)nnn2C1CCN(C(=O)Nc2ccccc2C)CC1	6.0	-3.9	1	102.6	-14.1	2.1	-6.0	1	1.14	-1.2
COc1ccc(-c2c(C#N)c(N)nc3c2CCc2ccccc2-3)cc1OC	18.7	0.7	0.9	92.6	-15.2	13.8	-18.7	1	1.11	3.1
CC(C)c1cc(C(=O)NCCc2ccccc2)no1	-75.2	1.8	1.1	132.6*	2.0	-11.7	75.2	1	2.18	8.4
CCCCCCCn1ccc(O)c(CC(=O)OC)c1=O	-3.3	-5.8	1.1	97.8	-5.4	-8.6	3.3	1.1	0.99	5.0
CCOC(=O)c1cc2c(n(-c3ccccc3)c1=O)CC(C)(C)CC2=O	1.3	-1.6	1	104.9	-9.0	-1.2	-1.3	1	1.33	2.0
COC(=O)c1sccc1NC(=O)c1cc(-c2cccc(C)c2)nc2ccccc12	-9.3	-6.6	1	91.1	5.8	-1.8	9.3	1.1	1.09	5.0
N#CC(c1ccccc1)N(CCCCl)C(=O)c1ccc(Br)cc1 (stereo unspecified)	8.0	-7.6	1	112.8	-10.2	4.1	-8.0	1.1	1.37	-1.3
Cc1cc(NC(=O)CSc2ccc(F)cc2)no1	-0.7	-9.1	1	94.5	-9.7	3.7	0.7	1.1	1.55	-1.5
COc1ccc(C(=O)Nc2nc(-c3ccc([N+](=O)[O-])cc3)c(-c3ccc(OC)cc3)s2)cc1	10.5	-4.7	1	104.1	1.5	3.2	-10.5	1	1.23	-29.0
COc1ccc(NC(=O)C(c2ccccc2)N(C)C(=O)c2ccc(=O)[nH]c2)cc1 (stereo unspecified)	-12.3	-4.7	0.9	114.3	-2.5	9.6	12.3	1	1.08	-6.5
Cc1ccc(C2C=C(c3ccc4c(c3)OCO4)Nc3ncnn32)cc1 (stereo unspecified)	0.3	0.6	0.9	109.5	-5.2	12.7	-0.3	1	1.03	5.6
O=C(N/C(=C/C=C\c1ccccc1)C(=O)N1CCOCC1)c1ccc(Br)cc1	5.5	-0.4	0.9	96.8	1.3	5.4	-5.5	1	0.89	-1.5
COc1ccc(-c2ccc(SCC(=O)Nc3nnc(C)s3)nn2)cc1	-5.1	63.8*	1.1	120.2	-4.8	-8.1	5.1	0.4	1.86	-10.6
CCOC(=O)c1c(C)[nH]c(C(=O)COC(=O)CCSc2ccccc2)c1C	-38.6	-2.9	0.9	114.6	-5.8	9.8	38.6	1	1.17	-6.6
CCOC(=O)N1CCN(C(=O)COc2ccc(Cl)c(C)c2)CC1	-12.8	3.2	0.9	99.2	-10.4	6.1	12.8	1	1.16	5.0
CC(=O)Nc1ccc(NCC(O)COc2ccccc2)cc1 (stereo unspecified)	3.2	-8.1	0.8	97.5	0.8	18.8	-3.2	1.1	1.46	7.7
CC(=O)NC1C2CN3CCN(C2)CC1(Cc1ccccc1)C3 (stereo unspecified)	-12.8	-4.0	1	109.8	3.4	0.1	12.8	1	1.12	-2.3
CC(C)c1ccc(CN2CCN(C(=O)CCl)CC2)cc1	-2.5	-11.3	1	82.1	19.3	1.7	2.5	1.1	0.49	0.9
CC1CCCN(S(=O)(=O)c2ccc3c(c2)CCN3C(=O)C2CCC2)C1 (stereo unspecified)	-21.6	-7.1	0.9	97.3	5.6	11.6	21.6	1.1	0.91	5.3
NNC(=S)NCCc1ccccc1	-6.8	0.5	1	101.7	-4.1	-0.2	6.8	1	1.06	7.0

High-throughput results as filed in PubChem.
